Compound activity from PubChem BioAssay.
AI-2 QS modul = modulators of Vibrio harveyi AI-2 quorum sensing system; activity change, % at 7.5 µM; Vibrio harveyi JMH597 AI-2 luminescence/OD600 ratio, 9 h; active compounds read low; strain lacks LuxN and CqsS sensors; 0 = neutral-control median; hit rate 0.4% among 300,000; in the data active means activity change below about -75%, passing the limit was not always enough; inconclusive means no clear call, values can overlap the other calls;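 further: luminescence divided by OD600 gain over 9 h not by final OD600 alone; inactives centre near 13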
Platelet DG rel = platelet dense granule release activity | human platelet-rich plasma, SFLLRN dense granule ATP release, luminescence | inhibition, %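 (compounds screened at 7.5 µM in platelet-rich plasma)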 | hit rate 0.22% among 300,000 | AID 1663;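 active means mean replicate score, as percent of positive control, at or above 50; inconclusive means mean below 50 but at least one replicate at or above 50; inactive means mean and every replicate below 50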
IEC-6 tox = counter-screen for KLF5 inhibitors: cytotoxicity in IEC-6 cells | hit rate 0.78% among 290,000 | inhibition, % at 5 µM | AID 1825 | IEC-6 cytotoxicity, luminescence viability; in the data active means inhibition above about 22%;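 further: 0% = plate median of test compound wells and 100% = cytotoxic reference compound wells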
HSF1 inhib = HSF1 inhibition | AID 2098 | NIH3T3-HGL HSE-luciferase, MG132-induced, luminescence 8 h; active compounds read low | hit rate 0.77% among 300,000 | activity change, negative = inhibition, % at 7.5 µM (by protocol);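 active means more than half of replicate wells show activity change below -50%, luminescence cut by over half; inconclusive means some wells, but at most half, below -50%; inactive means no replicate well below -50%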;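 further: luciferase reports HSF-1 transcriptional activity via heat shock element; 0% = median of DMSO wells and -100% = zero luminescence signal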
aSyn UTR inh = MLPCN primary screen, SNCA 5' untranslated region; alpha-synuclein 5'UTR reporter, inhibitor activity; inhibition, % (tested at 7.5 µM); hit rate 0.82% among 300,000; AID 1813; in the data active means inhibition above about 60%; inconclusive means no clear call, values can overlap the other calls;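 further: H4 neuroglioblastoma cells stably carrying SNCA 5'UTR luciferase fusion; 0% = DMSO wells and 100% = positive control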
KLF5 inhibitor = suppresses KLF5 promoter-driven expression; inhibition, % at 5 µM; hit rate 0.23% among 290,000; DLD-1 KLF5 promoter-luciferase reporter, luminescence; AID 1700;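 active means inhibition above a per-plate limit of that plate's mean compound inhibition plus 3 SD, cut at about 60% in these data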;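 further: 0% = DMSO wells and 100% = LY294002 at 200 µM; higher means less KLF5 promoter-driven luciferase light; inactives centre near -14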
HSP90 refold inh = HSP90 refolding inhibition in rabbit reticulocyte lysate; luciferase refolding luminescence, 3 h; inhibition, % at 5.6 µM; hit rate 0.91% among 290,000;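 active means inhibition above the screen-wide mean plus 3 SD, computed separately per campaign, cut at about 16% in these data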;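 further: 0% = DMSO wells and 100% = 60 µM geldanamycin wells; inhibitors lower the luminescence because luciferase stays unfolded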
HDAC3 inh = blocks human histone deacetylase 3; recombinant HDAC3, fluorogenic peptide/trypsin coupled, fluorescence; inhibition, % at 8.3 µM; hit rate 0.15% among 320,000; in the data active means inhibition above about 26%, passing the limit was not always enough; inconclusive means no clear call, values can overlap the other calls
Target sequence (O15379 whole entry, looked up): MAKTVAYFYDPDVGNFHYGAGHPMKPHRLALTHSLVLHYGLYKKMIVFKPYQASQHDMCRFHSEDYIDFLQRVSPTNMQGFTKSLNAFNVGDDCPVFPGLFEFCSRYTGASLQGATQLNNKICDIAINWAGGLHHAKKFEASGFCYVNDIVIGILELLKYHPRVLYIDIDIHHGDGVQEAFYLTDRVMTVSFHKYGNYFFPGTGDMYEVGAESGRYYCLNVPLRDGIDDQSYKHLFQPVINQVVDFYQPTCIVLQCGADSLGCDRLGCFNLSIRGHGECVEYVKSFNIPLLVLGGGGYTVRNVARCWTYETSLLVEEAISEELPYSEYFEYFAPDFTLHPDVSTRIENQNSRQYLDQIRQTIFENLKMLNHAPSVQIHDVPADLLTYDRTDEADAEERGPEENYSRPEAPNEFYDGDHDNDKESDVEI
HSF1 activator = increases HSF-1 driven luciferase reporter signal. activation, % at 9 µM. NIH3T3-HGL HSF-1 luciferase reporter, MG132, 8 h; 100% = twice DMSO control signal. hit rate 1.7% among 300,000;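 active means mean replicate activation of at least 50% with a set share of replicates each reaching 50%; inconclusive means only one of those two conditions met; inactive means mean below 50% and too few replicates reaching it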;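 further: 0% = median of the neutral control wells and 100% = twice that signal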
HIF act = HIF pathway transcriptional activation | AID 1910 | hit rate 0.32% among 300,000 | activation, % at 7.5 µM (by protocol) | U2OS HRE-luciferase reporter, luminescence; normalized: DMSO 0%, desferrioxamine 100%;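 active means mean activation of at least 10% of the iron chelator positive control signal, with at least half of replicates also reaching 10%; inconclusive means mean and replicate majority disagree about reaching 10%; inactive means mean and most replicates under 10%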
* = called active by the depositor; ? = inconclusive; . = no result given. Not all compounds are listed; count on the stated rates, not on these rows.

SMILES | AI-2 QS modul | Platelet DG rel | IEC-6 tox | HSF1 inhib | aSyn UTR inh | KLF5 inhibitor | HSP90 refold inh | HDAC3 inh | HSF1 activator | HIF act
Cc1cc(/C=C2\C(=O)NC(=O)N(Cc3ccccc3)C2=O)c(C)n1-c1ccc(Cl)c(C(=O)O)c1 | 18 | 11 | -2 | 1 | -15 | -2 | 4 | 5 | 6 | -0.3
COC(=O)N(c1ccccc1)P(=O)(Oc1ccccc1)Oc1ccccc1 | 27 | 3 | -6 | -5 | 12 | -10 | -2 | -9 | 3 | -1.3
COC(=O)C1=CO[C@H](C)[C@H]2CN3CC[C@@]4(C(=O)Nc5ccccc54)[C@@H]3C[C@H]12 | 25 | 0 | . | 6 | 26 | . | . | 0 | 11 | 0.3
Cc1cc(OCc2cc(C(=O)O)oc2C)c2c3c(c(=O)oc2c1)CCCC3 | 20 | 4 | 0 | -1 | -13 | 2 | 0 | -25 | 4 | -0.1
Cc1ccc(-n2c(O)c(C=Nc3ccc(Br)cn3)c(=O)[nH]c2=O)cc1 | 28 | -4 | -5 | 5 | 1 | -11 | 3 | . | -14 | -0.1
COC1CC(OC2CCC3(C)C(CCC4C3CCC3(C)C(C5=CC(=O)OC5)C(OC(C)=O)CC43O)C2)OC(C)C1OC1OC(COC2OC(CO)C(O)C(O)C2O)C(O)C(O)C1O (stereo not given) | 0 | 15 | . | 4 | 115* | . | . | -3 | 9 | -1.9
Cc1ccc(N2C(=O)NC(=O)/C(=C\c3cc(C)n(-c4ccc(C(=O)O)cc4)c3C)C2=O)cc1 | 39 | -2 | -2 | -1 | 5 | -5 | -5 | 4 | -4 | -0.1
Cn1c(O)c(C(=N)COc2ccccc2)c(=O)n(C)c1=O | 14 | 0 | 0 | 2 | -67 | 2 | -2 | 0 | -7 | 0.1
Nc1c(C(=O)OCC2CCCO2)c2nc3ccccc3nc2n1Cc1cccs1 (stereo not given) | 17 | 2 | 5 | 14 | 11 | -29 | 0 | -3 | 24 | -0.2
CC12CN3CC(C)(CN(C1)C3c1cccs1)C2 (stereo not given) | 11 | 4 | 4 | 2 | 8 | -2 | 5 | 4 | -7 | 0.0
O=C(Nc1ccc(C(F)(F)F)cc1)c1cccn(Cc2ccc3c(c2)OC(F)(F)O3)c1=O | 0 | -9 | -3 | -1 | -18 | -17 | 1 | -3 | 4 | 0.1
O=c1c2ccccc2nc(/C=C/c2ccc(O)c(O)c2)n1-c1ccccc1 | -10 | -1 | -7 | 14 | -28 | 3 | 7 | -7 | 16 | 1.6
O=C(Cn1c(=O)n(CC2CS2)c2ccccc21)N1CCCCCC1 (stereo not given) | 16 | 21 | -6 | -6 | 5 | -5 | -2 | 13 | -10 | -1.3
CN1CCN(/N=C/c2c(O)n(CCC3=CCCCC3)c(=S)[nH]c2=O)CC1 | 0 | -4 | 0 | -3 | -15 | 9 | 4 | 2 | 0 | 0.6
O=c1[nH]c(=O)n(C2CCCCCC2)c(O)c1C=NC1CCN(Cc2ccccc2)CC1 | 3 | 10 | 1 | -4 | -9 | -13 | -1 | -9 | -17 | 0.1
O=C(Nc1cccc2ccccc12)N1CCC2(CC1)OCCO2 | -3 | -3 | 0 | -4 | -71 | -35 | 0 | -1 | 13 | 0.6
Cc1cc(NC(=O)COC(=O)c2c(C)nn(Cc3ccccc3)c2C)no1 | 18 | 1 | -6 | 7 | -13 | -46 | 4 | 0 | 9 | -0.1
CCN1CCN(Cc2nc3ccc([N+](=O)[O-])cc3c(=O)n2-c2ccccc2F)CC1 | 8 | 8 | 4 | 1 | -16 | -8 | -3 | 2 | -14 | -22
CC(=NCCCO)c1c(O)n(Cc2ccccc2)c(=O)[nH]c1=O | 2 | -16 | -1 | 4 | 0 | -9 | -1 | 7 | 23 | 0.1
Cc1nc2cc(C(=O)N3CCC4(CC3)OCCO4)ccc2n1-c1ccc(Br)cc1 | 27 | -5 | -7 | -7 | 18 | -15 | 0 | . | 3 | -0.4
CC1(C)CC(=O)C(C=NCCN2CCN(C(=O)Cc3ccccc3)CC2)=C(O)C1 | 28 | 4 | -1 | -3 | 17 | -15 | -4 | -8 | -6 | -0.2
C[C@]12CCC(=O)C=C1CC[C@@H]1C2[C@H](O)C[C@]2(C)C(=O)CCC12 (stereo not given in full) | 7 | . | -3 | -4 | 1 | -41 | 2 | -3 | -17 | -0.7
COc1ccc(-n2c(O)c(C(C)=Nc3ccc4c(c3)CCC4)c(=O)[nH]c2=O)cc1 | 8 | -20 | 1 | 5 | 1 | -50 | -1 | 5 | -1 | 0.3
COc1ccccc1N1CCN(Cc2ccc(SC)cc2)CC1 | 9 | 2 | -5 | -4 | -1 | -26 | -1 | 12 | 1 | -0.3
Cc1ccc(N2C(=O)CC(=O)NC2=O)c(C)c1 | 17 | -14 | -3 | -8 | 11 | -8 | 3 | 2 | 5 | 0.1
CN1CC(C(=O)c2ccc(Cl)cc2)C(c2ccc(Cl)cc2Cl)C1 (stereo not given) | -10 | -3 | 9 | 10 | -18 | -7 | 5 | 2 | 20 | 1.1
O=S1(=O)CC2(N3CCOCC3)CCCCCCC21 (stereo not given) | 6 | -5 | -2 | -7 | -15 | 5 | -3 | -1 | 2 | 0.3
O=C1NC(=O)N(c2ccccc2F)C(=O)/C1=C/c1cn(CC(=O)N2CCOCC2)c2ccccc12 | 10 | -3 | -6 | 1 | 9 | 3 | 2 | 7 | 15 | -0.3
O=C(CCNC(=O)N1C[C@H]2C[C@@H](C1)c1cccc(=O)n1C2)Nc1ccc(F)cc1 | 21 | 1 | -3 | 0 | 0 | -18 | -4 | 6 | 13 | 0.1
COc1ccccc1/C=C1\C(=O)NC(=S)N(c2ccccc2)C1=O | 5 | 7 | -1 | -3 | 0 | -18 | 4 | 3 | -22 | 1.0
O=C(c1cccc(N2CCCC2=O)c1)N1CCC2(CC1)OCCO2 | 16 | -2 | 8 | -6 | 12 | -36 | 3 | 1 | -1 | -0.3
Cc1ccc(C2=CCNCC2)cc1 | 7 | -2 | -2 | -2 | 10 | -6 | 0 | -2 | 9 | -0.1
CC12CNCC(C)(CNC1)C2O (stereo not given) | 15 | -2 | 5 | 2 | 13 | -3 | 4 | 3 | -11 | -0.1
Nc1c(C(=O)NCc2ccco2)c2nc3ccccc3nc2n1Cc1ccc(F)cc1 | 27 | -5 | 3 | 19 | 8 | -32 | 7 | -3 | 39 | 0.1
CC(N)C(=O)c1ccco1 (stereo not given) | 2 | 3 | -2 | 2 | -17 | -20 | 3 | 1 | 11 | 2.6
CCCCC(=O)N/N=C/c1c(O)n(CCc2ccccc2)c(=O)[nH]c1=O | 14 | -11 | -1 | 1 | -4 | -12 | -5 | -1 | 10 | 0.2
CC1CCCCN1C(=O)c1ccc(N2CC3CC(C2)c2cccc(=O)n2C3)c([N+](=O)[O-])c1 (stereo not given) | 19 | -1 | -3 | 10 | -2 | -23 | -2 | 3 | -13 | 0.1
Cc1ccc(-c2ccc(=O)n(CCC(=O)N3CCC4(CC3)OCCO4)n2)cc1 | 5 | 0 | 15 | 0 | -30 | -22 | 2 | -1 | -7 | 0.9
Cc1cc([N+](=O)[O-])c(Cl)cc1NC(=O)C(C)C | 13 | 20 | 2 | -5 | 20 | -6 | -1 | -3 | -22 | -0.4
Clc1ccc(CSC(Cn2ccnc2)c2ccc(Cl)cc2Cl)cc1 (stereo not given) | 34 | -2 | -10 | 14 | 5 | 0 | 1 | ? | 15 | 0.0
Cc1ccc(NC2=NCCCS2)c(C)c1C | 11 | -5 | 4 | -6 | 3 | 11 | -2 | . | 9 | -1.9
Brc1ccccc1 | 0 | -3 | . | 16 | -14 | . | . | -1 | 43 | 0.0
CC(=O)c1c(C)n(C2CCCCC2)c2ccc(O)cc12 | 13 | -6 | 0 | -45 | 18 | -10 | 0 | 3 | -51 | 2.2
C(#CCN1CCOCC1)COCC#Cc1ccccc1 | 26 | 9 | -2 | -4 | -13 | -8 | -3 | 1 | 6 | 0.5
O=C1C(=O)c2ccccc2-c2ccccc21 | ? | 1 | 103* | -94* | 119* | 106* | 11 | 4 | -95 | -3.6

Sorted by number of heavy atoms (descending): 9 of the compounds above.
SMILES | AI-2 QS modul | Platelet DG rel | IEC-6 tox | HSF1 inhib | aSyn UTR inh | KLF5 inhibitor | HSP90 refold inh | HDAC3 inh | HSF1 activator | HIF act
COC1CC(OC2CCC3(C)C(CCC4C3CCC3(C)C(C5=CC(=O)OC5)C(OC(C)=O)CC43O)C2)OC(C)C1OC1OC(COC2OC(CO)C(O)C(O)C2O)C(O)C(O)C1O (stereo not given) | 0 | 15 | . | 4 | 115* | . | . | -3 | 9 | -1.9
CC1CCCCN1C(=O)c1ccc(N2CC3CC(C2)c2cccc(=O)n2C3)c([N+](=O)[O-])c1 (stereo not given) | 19 | -1 | -3 | 10 | -2 | -23 | -2 | 3 | -13 | 0.1
COc1ccc(-n2c(O)c(C(C)=Nc3ccc4c(c3)CCC4)c(=O)[nH]c2=O)cc1 | 8 | -20 | 1 | 5 | 1 | -50 | -1 | 5 | -1 | 0.3
O=C(Cn1c(=O)n(CC2CS2)c2ccccc21)N1CCCCCC1 (stereo not given) | 16 | 21 | -6 | -6 | 5 | -5 | -2 | 13 | -10 | -1.3
C(#CCN1CCOCC1)COCC#Cc1ccccc1 | 26 | 9 | -2 | -4 | -13 | -8 | -3 | 1 | 6 | 0.5
O=S1(=O)CC2(N3CCOCC3)CCCCCCC21 (stereo not given) | 6 | -5 | -2 | -7 | -15 | 5 | -3 | -1 | 2 | 0.3
CC12CN3CC(C)(CN(C1)C3c1cccs1)C2 (stereo not given) | 11 | 4 | 4 | 2 | 8 | -2 | 5 | 4 | -7 | 0.0
Cc1ccc(NC2=NCCCS2)c(C)c1C | 11 | -5 | 4 | -6 | 3 | 11 | -2 | . | 9 | -1.9
CC12CNCC(C)(CNC1)C2O (stereo not given) | 15 | -2 | 5 | 2 | 13 | -3 | 4 | 3 | -11 | -0.1

Following part.
SMILES | AI-2 QS modul | Platelet DG rel | IEC-6 tox | HSF1 inhib | aSyn UTR inh | KLF5 inhibitor | HSP90 refold inh | HDAC3 inh | HSF1 activator | HIF act
O=C(C[n+]1ccn(CCCNP2(=O)C=C(c3ccccc3)OC(c3ccccc3)=C2)c1)c1ccccc1 | 21 | 7 | 2 | -1 | -12 | 3 | 3 | 0 | 22 | -0.3
CC1=NN(Cc2c[nH]c3ccccc23)C(C)(C)C1 | 8 | -3 | 5 | -6 | -23 | -33 | 1 | 0 | -16 | 0.3
CCOP(=O)(OCC)c1ccc(OP(=O)(c2cccc([N+](=O)[O-])c2)c2cccc([N+](=O)[O-])c2)cc1 | 15 | 11 | -8 | -7 | 12 | 2 | 0 | 57* | -4 | 0.2
Cc1cc(C(=O)N2CCC3(CC2)OCCO3)cs1 | 16 | -8 | 5 | -10 | 21 | 3 | 0 | -1 | 4 | -0.5
CN1C(=O)/C(=C\c2ccc(N3CCCCCC3)cc2)C(=O)NC1=S | 25 | 8 | 1 | 9 | 7 | -8 | 0 | 2 | 2 | 0.3
CCCCn1c(O)c(C=NCCCN(CC)CC)c(=O)[nH]c1=O | 19 | 1 | 7 | -3 | 7 | -8 | 1 | 10 | 2 | -1.7
